Y pestis TopoI: Yersinia pestis topoisomerase I inhibitors, primary screen, biochemical, cleavage product accumulation, plate reader, single point; Y. pestis Topo-I cleavage product accumulation; 360,000 compounds, 0.064% hits; activity, % at 10 µM; DNA topoisomerase I (Yersinia pestis CO92); AID 504884, 2011; in the data active = activity above about 50%, passing the limit was not always enough; also: inactives centre near 2
SARS 3CLpro inh: SARS-CoV 3CLpro protease inhibitors, primary screen, biochemical, quenched FRET; recombinant SARS-CoV 3CLpro, quenched FRET peptide cleavage; inhibition, % at 6 µM; Replicase polyprotein 1ab (Severe acute respiratory syndrome coronavirus), P0C6X7; 290,000 compounds, 0.14% hits; in the data active = inhibition above about 12%
Anthrax LF inh2: Bacillus anthracis LF protease inhibitors, primary screen, biochemical, multiplex microsphere, MLPCN library; multiplex microsphere protease cleavage assay; Lethal factor (Bacillus anthracis), P15917; 360,000 compounds, 0.12% hits; inhibition, % at 10 µM; in the data active = inhibition above about 30%; also: plate controls were buffer without enzyme for full effect and enzyme alone for no effect
Target sequence (P15917 whole entry, looked up): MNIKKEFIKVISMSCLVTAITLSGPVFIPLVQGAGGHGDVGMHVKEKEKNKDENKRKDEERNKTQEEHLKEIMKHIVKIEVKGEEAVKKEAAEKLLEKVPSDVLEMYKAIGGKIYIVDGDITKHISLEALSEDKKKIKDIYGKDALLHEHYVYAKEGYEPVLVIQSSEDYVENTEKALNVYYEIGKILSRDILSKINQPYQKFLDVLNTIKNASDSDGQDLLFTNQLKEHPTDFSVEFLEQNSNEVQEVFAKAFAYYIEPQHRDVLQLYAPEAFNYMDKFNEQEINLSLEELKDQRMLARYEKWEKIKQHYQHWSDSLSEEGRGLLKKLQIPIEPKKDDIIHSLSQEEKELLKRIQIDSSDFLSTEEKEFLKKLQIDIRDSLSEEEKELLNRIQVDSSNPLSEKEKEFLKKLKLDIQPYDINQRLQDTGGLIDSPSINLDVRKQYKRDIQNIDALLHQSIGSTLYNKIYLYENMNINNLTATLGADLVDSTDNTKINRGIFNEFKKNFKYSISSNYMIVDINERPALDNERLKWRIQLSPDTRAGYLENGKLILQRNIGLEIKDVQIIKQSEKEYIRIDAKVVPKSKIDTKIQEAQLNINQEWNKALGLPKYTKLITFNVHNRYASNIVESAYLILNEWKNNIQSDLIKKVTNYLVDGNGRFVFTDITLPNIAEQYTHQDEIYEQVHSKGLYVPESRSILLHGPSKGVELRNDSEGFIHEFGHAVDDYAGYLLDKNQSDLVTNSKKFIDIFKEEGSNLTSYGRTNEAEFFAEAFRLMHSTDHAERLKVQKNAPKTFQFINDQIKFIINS
MazEF act: activators of E. coli MazEF toxin-antitoxin RNase, primary screen, biochemical, fluorescence, uHTS | AID 504720, 2011 | Endoribonuclease toxin MazF (Escherichia coli (strain K12)), P0AE70 | 350,000 compounds, 0.32% hits | activation, % at 20 µM | FAM/BHQ RNA-DNA oligo cleavage fluorescence, 5 h; in the data active = activation above about 50%
Target sequence (P0AE70 whole entry, looked up): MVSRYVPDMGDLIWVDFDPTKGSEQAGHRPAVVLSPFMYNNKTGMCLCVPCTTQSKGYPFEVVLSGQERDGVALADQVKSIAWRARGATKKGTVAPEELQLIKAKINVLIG
VHR inh abs: VHR1 phosphatase inhibitors, primary screen, biochemical, absorbance, uHTS. recombinant VHR phosphatase, pNPP absorbance. 290,000 compounds, 0.52% hits. inhibition, % at 13.3 µM. Dual specificity protein phosphatase 3 (Homo sapiens), P51452; in the data active = inhibition above about 50%; also: some compounds called inactive have numbers as strong as hits
Target sequence (P51452 whole entry, looked up): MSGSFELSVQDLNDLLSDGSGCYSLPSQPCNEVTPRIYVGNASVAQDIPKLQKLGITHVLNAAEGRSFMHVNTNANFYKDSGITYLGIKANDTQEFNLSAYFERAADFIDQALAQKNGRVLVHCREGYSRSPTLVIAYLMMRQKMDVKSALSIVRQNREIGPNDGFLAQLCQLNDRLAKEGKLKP
Vc quorum ag: inducers of Vibrio cholerae quorum light production without autoinducers, primary screen, BH1578 luxS cqsA deficient, single point | activation, % at 18.7 µM | V. cholerae BH1578 lux reporter, luminescence, 6 h | 350,000 compounds, 0.16% hits; in the data active = activation mostly above about 9.7%, no sharp cut-off; also: not every result past the cut was called active; inactives centre near 0; reference of the scale not given here
TcdB inh: TcdB glycohydrolase inhibitors, primary screen, biochemical, single point, plate reader | Toxin B (Clostridioides difficile), P18177 | TcdB glycohydrolase enzymatic assay | inhibition, % at 9.99 µM | 350,000 compounds, 0.24% hits; in the data active = inhibition above about 10%
SSB-PriA inh: inhibitors of Klebsiella pneumoniae PriA binding to SSB C-terminal tail, primary screen, biochemical, AlphaScreen | AlphaScreen SSBct-PriA binding, biotinylated peptide | inhibition, % at 33 µM | 430,000 compounds, 0.6% hits | AID 1272365, 2023; in the data active = inhibition mostly above about 37%, no sharp cut-off; inactive = mostly below about 20%;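 also: plate controls were negative control peptide for no effect and reference peptide for full effect; strong numbers were not always called active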
Rv3671c protease: Rv3671c serine protease inhibitors, primary screen, biochemical, fluorescence polarization, M. tuberculosis H37Rv. P9WHR9. inhibition, % at 5.96 µM. 320,000 compounds, 0.048% hits; in the data active = inhibition above about 38%;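 also: extracellular domain of Rv3671c used as enzyme; 0% = enzyme with DMSO and 100% = no enzyme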
PfHsp40 yeast: rescue of yeast from PfHsp40 toxicity, primary screen, S. cerevisiae, ATP luminescence; S. cerevisiae expressing PfHsp40, growth rescue; growth rescue, % at 12.5 µM; 340,000 compounds, 0.68% hits; AID 504582, 2011; in the data active = growth rescue above about 28%, passing the limit was not always enough;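 also: yeast W303a lacking pdr1 and pdr3 grown in galactose medium; growth measured after three days at 30 °C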
* = called active by the depositor; i = inactive; / = not tested or not shown; & = joins results of further samples. Some of the compounds tested; the hit share may differ from the screen's.

SMILES | Y pestis TopoI | SARS 3CLpro inh | Anthrax LF inh2 | MazEF act | VHR inh abs | Vc quorum ag | TcdB inh | SSB-PriA inh | Rv3671c protease | PfHsp40 yeast
COC(=O)C1=NN(c2cccc(C)c2)C2C(=O)N(c3ccccc3OC)C(=O)C12 (stereo not drawn) | -3 | -3 | -1 | 9 | -2 | -0.4 | / | -37 | -12 | 0.2
Cc1noc(C)c1NC(=O)Nc1ccc2c(c1)C(=O)N([C@H](C)CO)C[C@H](C)[C@H](CN(C)C(=O)NC1CCCCC1)OCCCC[C@@H](C)O2 | 23 | / | 0 | 4 | / | -1.0 | -3.9&-0.3 | / | / | /
Nc1ncnc(Nc2ccccn2)c1[N+](=O)[O-] | -3 | 4 | -6 | -17 | 9 | -0.3 | 0.6 | 8&-1 | -3 | -2.1
Cc1ccc(C(C(=O)NC2CCCCC2)N(CCC(C)C)C(=O)CNC(=O)c2ccco2)o1 (stereo not drawn) | -2 | -1 | 1 | 2 | 22 | i | / | 5 | -3 | 1.4
O=C(c1ccc(-c2cccc(C(F)(F)F)c2)o1)N1CCN(c2ccccc2)CC1 | 5 | / | 0 | -5 | / | 3.7 | -1.9 | -5 | / | 0.0
CN(C)S(=O)(=O)N1CCC(Oc2ccc(C(=O)N3CCCCCCC3)cc2)CC1 | 24 | -3 | 1 | 2 | 5 | 1.0 | 0.2 | -12 | -13 | -0.5
C[C@H]1CCCCO[C@@H](CN(C)S(=O)(=O)c2ccc(F)cc2)[C@@H](C)CN([C@@H](C)CO)C(=O)c2cc(NC(=O)Nc3ccc4c(c3)OCO4)ccc2O1 | 35 | / | -13 | -1 | / | i | 1.4&-0.8 | / | / | /
Cc1cc(NC(=O)CN2CCCC(C)C2)no1 (stereo not drawn) | 4 | 6 | -4 | 4 | 1 | -0.2 | -0.7 | 2 | 7 | -1.2
Cn1c(=O)c2c(nc(SCCN3CCOCC3)n2Cc2ccc(Cl)cc2)n(C)c1=O | 27 | / | -1 | 7 | / | -0.2 | 3.0 | 5 | / | -2.0
NS(=O)(=O)c1ccc(NNC(=O)c2ccccc2C(=O)O)cc1 | -3 | 0 | / | 10 | 10 | -0.4 | 1.1 | -2 | 2 | 3.1
Cc1nc(/N=C\N(C)C)sc1C(=O)Nc1ccccc1 | -5 | -6 | -8 | -9 | -9 | -0.3 | / | / | 2 | 0.0
O=C(NCc1ccccc1C(F)(F)F)c1cccc2c1C(=O)c1ccc(N3CCOCC3)cc1S2(=O)=O | 37 | / | -9 | -130 | / | -5.0 | -0.2 | -24 | -14 | 3.0
COc1cccc(CC2(CO)CCCN(C/C=C/c3ccccc3OC)C2)c1 (stereo not drawn) | 1 | 2 | -1 | 13 | 0 | 0.4 | 1.1 | 8 | -4 | 0.4
O=[N+]([O-])c1cccc(NC(=S)N2CCc3ccccc3C2)c1 | 4 | 4 | -4 | -4 | 20 | i | 1.2 | -2 | 1 | 4.0
Cc1ccc(-c2cc(C(=O)N/N=C/c3c(C)nn(-c4ccccc4)c3C)[nH]n2)cc1 | -8 | 3 | 1 | / | -16 | 0.9 | / | / | / | 1.0
Cc1ccccc1NC(=O)Cn1cc(C(=O)C2CC2)c2ccccc21 | 4 | 2 | 15 | 4 | -16 | 1.9 | 1.9 | -8 | -8 | -0.3
CC(C)c1ccc2c(c1)C(c1ccc(N3CCOCC3)cc1)=NNC(c1cccs1)=N2 | 24 | 2 | -16 | -6 | 6 | -0.3 | / | 3 | -5 | 1.2
Cc1c(N)c(C)c([N+](=O)[O-])c(C)c1[N+](=O)[O-] | -1 | 2 | -5 | 6 | 15 | -0.4 | 0.3 | -11 | 0 | 2.3
COc1ccccc1N1CCN(C(=O)c2cc(-c3ccco3)on2)CC1 | 18 | -2 | 6 | 22 | 9 | 16 | -1.2 | -4 | 7 | -0.3
O=C(Nc1ccc(F)c([N+](=O)[O-])c1)C1CC(=O)N(Cc2ccccc2)C1 (stereo not drawn) | -4 | 4 | -8 | -7 | 20 | i | 0.8 | -13 | -3 | -1.0
O=Cc1ccc(-c2nc3ccccc3s2)o1 | -1 | 3 | 1 | 0 | 5 | 8.3 | 0.5 | 11 | -12 | -0.3
CC1=C(C)CC(C(=O)NC2CCCC2)C(C(=O)O)C1 (stereo not drawn) | 13 | -1 | 1 | -2 | 17 | -0.4 | 0.7 | 1 | / | -2.5
O=C(N/N=C/c1c(Cl)cccc1Cl)c1ccc(-n2cnnn2)cc1 | 8 | / | 0 | -19 | / | i | 1.8 | / | 0 | 0.3
Cc1ccc(CN2CC(C(=O)NCC(=O)Nc3c(C)cccc3C)CC2=O)cc1 (stereo not drawn) | -6 | / | -1 | -2 | / | i | 5.2 | -1 | -1 | -0.1
CCc1cc2c(cc1-c1csc(C/C(N)=N/O)n1)C(C)(C)CCC2(C)C | 19 | / | 0 | -2 | / | -2.6 | 2.2 | / | / | /

Six entries already listed, sorted by SMILES length, largest number first.
SMILES | Y pestis TopoI | SARS 3CLpro inh | Anthrax LF inh2 | MazEF act | VHR inh abs | Vc quorum ag | TcdB inh | SSB-PriA inh | Rv3671c protease | PfHsp40 yeast
C[C@H]1CCCCO[C@@H](CN(C)S(=O)(=O)c2ccc(F)cc2)[C@@H](C)CN([C@@H](C)CO)C(=O)c2cc(NC(=O)Nc3ccc4c(c3)OCO4)ccc2O1 | 35 | / | -13 | -1 | / | i | 1.4&-0.8 | / | / | /
Cc1ccc(-c2cc(C(=O)N/N=C/c3c(C)nn(-c4ccccc4)c3C)[nH]n2)cc1 | -8 | 3 | 1 | / | -16 | 0.9 | / | / | / | 1.0
CCc1cc2c(cc1-c1csc(C/C(N)=N/O)n1)C(C)(C)CCC2(C)C | 19 | / | 0 | -2 | / | -2.6 | 2.2 | / | / | /
O=[N+]([O-])c1cccc(NC(=S)N2CCc3ccccc3C2)c1 | 4 | 4 | -4 | -4 | 20 | i | 1.2 | -2 | 1 | 4.0
Cc1nc(/N=C\N(C)C)sc1C(=O)Nc1ccccc1 | -5 | -6 | -8 | -9 | -9 | -0.3 | / | / | 2 | 0.0
Nc1ncnc(Nc2ccccn2)c1[N+](=O)[O-] | -3 | 4 | -6 | -17 | 9 | -0.3 | 0.6 | 8&-1 | -3 | -2.1

Going on with the list.
SMILES | Y pestis TopoI | SARS 3CLpro inh | Anthrax LF inh2 | MazEF act | VHR inh abs | Vc quorum ag | TcdB inh | SSB-PriA inh | Rv3671c protease | PfHsp40 yeast
Cc1ccc(C(=O)NC(C)c2ccc(F)cc2)cc1 (stereo not drawn) | 5 | -1 | -1 | 10 | 14 | -0.2 | 1.9 | -10 | -2 | -1.8
Fc1cnc(N/N=C/c2ccc(-c3ccc(Br)cc3)o2)nc1N1CCOCC1 | -8 | 0 | / | 15 | 13 | 0.2 | 0.5 | i | 6 | 0.9
O=C(CNS(=O)(=O)Cc1ccccc1)NCc1ccccc1 | -7 | -4 | 0 | 4 | 3 | -2.8 | 2.0 | 2 | 1 | 0.5
CCN(CCCn1c(=S)[nH]c2ncccc2c1=O)c1ccccc1 | -3 | -4 | 5 | 1 | 10 | i | / | 13 | -8 | -0.8
CCC(CC)C(=O)c1c[nH]c(C(=O)NCCc2ccccn2)c1 | 0 | 2 | 3 | 5 | 13 | i | / | -11 | 4 | 1.0
CCn1c(N2CCN(C(=O)C34CC5CC(CC(C5)C3)C4)CC2)nc2ccccc21 | 24 | -1 | 0 | 0 | -4 | i | / | -14 | -3 | 0.4
O=C(COc1coc(CN2CCc3ccccc32)cc1=O)Nc1ccccc1 | 8 | / | 0 | 8 | / | 1.6 | 2.5 | -3 | 7 | 0.5
Cc1ccc(Cn2cc(SCC(=O)Nc3nccs3)c3ccccc32)cc1 | 0 | 2 | -4 | -13 | -10 | -0.3 | 0.2 | -5 | -5 | -1.1
CCOc1ccc(S(=O)(=O)N2CCCC(C(=O)NCC3CCCO3)C2)cc1 (stereo not drawn) | -6 | 0 | 2 | -10 | 20 | -0.7 | 0.8 | -9 | 5 | 0.0
Cc1ccc(C(=O)NCc2ccco2)cc1S(=O)(=O)N1CCCC1 | 22 | 2 | -6 | -6 | 28 | i | 0.2 | 2 | -3 | -0.1
COC(=O)c1ccccc1Nc1ccnc(Cl)n1 | 1 | / | -5 | -7 | / | 5.3 | -0.5 | -7 | 2 | 0.0
Cc1c(NC(=O)COC(=O)c2ccccc2O)c(=O)n(-c2ccccc2)n1C | 5 | / | -7 | 1 | / | -0.4 | -1.3 | / | / | /
N=C1CCCN1CC(=O)c1cccs1 | 2 | 0 | -3 | -13 | -3 | -0.3 | 1.1 | -1 | 9 | -0.1
CC(C)c1cc(-c2cc(-c3ccccc3)on2)nc(NC2CCCC2)n1 | 3 | / | 3 | -8 | 30 | -0.3 | 0.8 | -24 | -1 | -0.5
O=C(Nc1cccc(C(F)(F)F)c1)c1cccnc1N1CCOCC1 | -2 | -3 | 1 | 3 | -11 | i | -0.2 | -8 | 4 | -0.3
COC(C[C@@H]1O[C@H]1C(=O)COCc1ccccc1)OC | 7 | / | 0 | 4 | / | -1.4 | -0.4 | -4 | -6 | -0.7
O=C(/C=C/Nc1ccc(Nc2ccccc2)cc1)c1cccs1 | -1 | 0 | -9 | -41 | 13 | -0.2 | 0.6 | 2 | / | -1.5
COC(=O)C1=C(C)N(CC2CC2)C(=NCc2cccc(C(F)(F)F)c2)N[C@H]1c1ccccc1 | -3 | / | -6 | 22 | / | -0.4 | / | 6 | 0 | 16
Cc1ccc(C2CC2c2n[nH]c(=S)n2-c2ccc(Cl)cc2)cc1 (stereo not drawn) | 33 | -2 | -4 | -3 | 23 | -0.4 | / | 14 | -6 | 1.2
O=c1cc(N2CCC3(CC2)OCCO3)[nH]c(=O)n1C1CCCCC1 | 7 | 2 | -2 | -2 | 19 | / | / | 0 | -5 | -0.5
CCn1cc(S(=O)(=O)N2CCCC2)cn1 | 1 | 7 | 3 | 2 | 6 | i | 0.2 | -4 | 2 | -1.4
CCOCCCNC(=O)C(NC(=O)c1cnccn1)c1ccc(C)cc1 (stereo not drawn) | 1 | 0 | 4 | 3 | 15 | 28* | / | 0 | 6 | -1.0
O=C(CCC(=O)N1CCN(S(=O)(=O)c2ccc(Cl)cc2)CC1)Nc1ccc2ccccc2c1 | 5 | 5 | 0 | -3 | 6 | -0.6 | / | -1 | -23 | -0.8
CCOC(=O)/C(=N\Nc1ccc(OC)cc1)c1csc(Nc2ccccc2)n1 | -32 | 2 | -4 | -20 | -9 | 2.5 | 1.9 | / | -6 | -0.9
O=C(O)c1[nH]c2ccccc2c1CC(=O)N1CCN(c2ccccc2)CC1 | 10 | 5 | -2 | -6 | 0 | -0.8 | -1.9 | -1 | 6 | -1.5
COC(=O)c1ccc(NC(=O)COc2ccc([N+](=O)[O-])cc2)cc1 | -6 | 1 | / | -3 | -3 | 0.8 | 0.7 | -7 | 9 | 0.6
COC(=O)c1ccc(NC(=O)COC(=O)C2=NN(c3ccccc3)C(=O)CC2)cc1 | 4 | / | -1 | 10 | / | -0.6 | 1.2 | 6 | -2 | 0.7
Cc1nnc(NC(=O)c2sc3nc(-c4cccs4)cc(C(F)(F)F)c3c2N)s1 | 7 | -11 | 11 | -27 | 37 | -0.7 | 0.7 | -2 | -2 | 0.3
CCCCN(C(=O)Cn1nnc2ccccc21)C(C(=O)NCCOC)c1cccs1 (stereo not drawn) | -4 | 2 | 2 | 5 | 33 | 2.6 | / | -1 | -1 | 0.6
COc1cccc(NC(=O)C2CCCN(S(C)(=O)=O)C2)c1 (stereo not drawn) | -9 | 0 | 8 | -2 | -2 | -0.8 | 0.8 | -6 | -2 | -0.7

Compound activity deposited in PubChem BioAssay by several laboratories.
